From PubChem
CASP6 VEID inh: blocks human caspase-6 cleavage activity; P55212; purified caspase-6, Z-VEID-R110 cleavage fluorescence; 350,000 tested, 0.53% active; AID 686996; inhibition, % at 12.5 µM;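 active = mean inhibition across replicates at least about 35%, with every replicate also reaching that limit, limit read from the data; inconclusive = only one of the two criteria met; inactive = neither criterion met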;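 also: 0% = median of neutral control wells and 100% = no fluorescence left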
Target sequence (P55212 24-179 limits assumed): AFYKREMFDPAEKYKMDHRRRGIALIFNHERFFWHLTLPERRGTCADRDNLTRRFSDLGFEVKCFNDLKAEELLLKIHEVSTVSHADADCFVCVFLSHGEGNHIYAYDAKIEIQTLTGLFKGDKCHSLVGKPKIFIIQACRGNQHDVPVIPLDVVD
Target sequence (P55212 194-293 limits assumed): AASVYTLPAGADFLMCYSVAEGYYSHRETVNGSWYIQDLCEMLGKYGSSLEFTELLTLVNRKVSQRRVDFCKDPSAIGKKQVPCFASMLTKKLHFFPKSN
SIRT5 inh: sirtuin-5 (human) deacylase inhibition; inhibition, % at 15 µM; AID 652115; Purified SirT5, succinyl-peptide AMC, trypsin-coupled fluorescence; 330,000 tested, 1.1% active; Q9NXA8; in the data active = inhibition above about 15%; inconclusive = no clear call, values can overlap the other calls
Target sequence (Q9NXA8 whole entry, looked up): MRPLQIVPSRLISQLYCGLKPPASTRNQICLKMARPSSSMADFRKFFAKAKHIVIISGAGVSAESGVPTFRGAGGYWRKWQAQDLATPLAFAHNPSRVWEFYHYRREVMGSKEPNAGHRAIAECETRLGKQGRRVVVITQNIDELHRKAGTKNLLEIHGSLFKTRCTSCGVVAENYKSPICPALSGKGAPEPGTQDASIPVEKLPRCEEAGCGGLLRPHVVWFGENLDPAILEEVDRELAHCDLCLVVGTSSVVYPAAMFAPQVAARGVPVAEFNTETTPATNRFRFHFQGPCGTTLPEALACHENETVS
S100A4 MyoIIA: blocks human S100A4 binding to myosin IIA peptide; P26447; S100A4/TAMRA-MyoIIA peptide fluorescence polarization; inhibition, % at 10.7 µM; 360,000 tested, 0.14% active; AID 652163;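 active = mean inhibition of at least 70% across replicates, with every replicate also reaching that level; inconclusive = mean inhibition reaches 70% but some replicates fall short; inactive = mean inhibition below 70%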
Target sequence (P26447 whole entry, looked up): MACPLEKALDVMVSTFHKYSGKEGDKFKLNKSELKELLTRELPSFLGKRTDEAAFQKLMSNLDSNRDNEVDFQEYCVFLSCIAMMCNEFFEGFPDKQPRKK
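Test system: S100A4 monomer protein. Medium: HEPES buffer with Ca2+, pH 7.2. Reagent: fluorescent myosin IIA peptide, 5 nM. Compound dosing: single-point compound testing. Timing: 5 min between mix addition and reading. Benchmarks: DMSO neutral and TFP positive wells.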
Statin myotox sup: suppressors of simvastatin-induced myotoxicity in C2C12 myotubes; ATP luminescence, 48 h; scaled: DMSO 0, geranylgeraniol control 100; rescue of ATP level, % at 7.49 µM; 330,000 tested, 0.78% active; AID 602340;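 active = mean ATP rescue above about 67%, or every replicate alone reaching that limit, limit read from the data, passing the limit was not always enough; inconclusive = no clear call, values can overlap the other calls; inactive = mean under the limit and some replicate under it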;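 also: myotubes were challenged with 10 µM simvastatin during compound exposure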
esBAF inh: blocks esBAF chromatin remodeling in mouse ES cells; reporter increase, % at 12.5 µM; Bmi1-luciferase knock-in reporter, 24 h; 100% = twice the neutral-well signal; 350,000 tested, 2% active; AID 602393; in the data active = activation above about 40%; inconclusive = no clear call, values can overlap the other calls;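 also: 0% = median of the plate's neutral control wells and 100% = double that signal; a rise in the Bmi1 reporter signal indicates esBAF inhibition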
FN deposit inh: fibronectin deposition inhibition; AH1F fibroblasts, Alexa488-fibronectin deposition fluorescence, overnight; inhibition, % at 12.6 µM; 350,000 tested, 0.086% active; AID 743247;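 active = mean inhibition across replicates of 30% or more, regardless of how many single replicates reach that level; inconclusive = mean under 30% yet at least half of replicates reach 30%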;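 also: positive control wells lacked labelled fibronectin entirely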
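Assay system: AH1F fibroblasts assembling fluorescent fibronectin matrix; Amount: 10000 AH1F cells per well; Buffer or medium: DMEM, 2% serum; Probe or stimulus: Alexa488-fibronectin, 24 nM final in well; Doses: single compound dose, delivered by pin transfer; Incubation: 1 h adhesion, overnight exposure; Measured by: fluorescence 485/525 nm; Read-out: fibronectin deposition inhibition.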
LGR2 antag: Drosophila LGR2 receptor signaling inhibition; HEK293 LGR2, CRE-luciferase, bursicon-stimulated, 4 h; inhibition, % at 9.99 µM; 380,000 tested, 0.35% active; AID 720647;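 active = drop in luminescence signal, shown as inhibition above about 50% in the replicate tests, limit read from the data, passing the limit was not always enough; inconclusive = probably only some replicates passing the limit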;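 also: agonist challenge used bursicon conditioned medium at about half maximal strength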
* = called active by the depositor; ? = inconclusive; / = no result given; & = joins results of further samples. This is a subset (hit frequency here may not be typical).

SMILES	CASP6 VEID inh	SIRT5 inh	S100A4 MyoIIA	Statin myotox sup	esBAF inh	FN deposit inh	LGR2 antag
CCC(C)N1CCN(S(=O)(=O)Cc2ccccc2)CC1 (stereo not drawn)	-2	3	-4	9	0	-3	12
Cn1c(C(C(=O)NCC2CCCO2)N(CCc2ccccc2)C(=O)Cn2nnc3ccccc32)nc2ccccc21 (stereo not drawn)	-1	2	1	-1	-4	-3	-1
COc1ccc(NS(=O)(=O)c2cccc(C(=O)NNC(=O)c3cc(C)oc3C)c2)cc1	-2	8	1	/	/	-2	-3
CN(CC(=O)Nc1c(Cl)cccc1Cl)C(=O)CNC(=O)c1ccco1	1	-2	7	2	-1	0	4
CN(C)CC(=O)Nc1ccc2c(c1)[C@H]1C[C@H](CC(=O)NCc3ccccc3)O[C@H](CO)[C@H]1O2	-1	-1	11	-4	2	8	-15
CO[C@H]1CN(C)C(=O)c2cc(NC(C)=O)ccc2OC[C@@H](C)N(CCc2ccccc2)C[C@H]1C	0	9	1	-20	2	-7	13
CC(=O)Nc1ccc(-c2noc(-c3csc([C@@H]4C[C@H](O)[C@@H](CO)O4)n3)n2)cc1	-2	/	-5	5	1	-2	-20
COc1cccc(/C=C2\SC(=S)N(CCCC(=O)Nc3ccc(C(=O)O)cc3)C2=O)c1	0	-1	13	-2	-26	-12	-11
CC(=O)C[C@H](O)CC(=O)[C@H]1OC(=O)CCCCCCc2ccccc21	5	3	-1	-4	-3	9	-8
CC(C)NC(=O)N[C@@H]1CC[C@H](CCn2cc(-c3ccc(F)cc3)nn2)O[C@@H]1CO	1	0	-21	2	-4	/	3
Cc1ccc(NC2=CC(=O)CCC2)cc1C	/	/	/	11	-2	1	/
O=C(c1cccc(C(=O)N2CCN(c3ccccc3F)CC2)n1)N1CCN(c2ccccc2F)CC1	/	/	/	-4	3	5	/
Cc1ccc(S(=O)(=O)N2C[C@@H](O)COC[C@@H]3O[C@H](CC(=O)NCCCN(C)C)CC[C@H]32)cc1	0	-2	-3	11	-1	-15	15
Cc1ccc(NC(=O)CC2OC(=O)c3ccccc32)cc1S(=O)(=O)N1CCOCC1 (stereo not drawn)	1	-3	-5	-2	1	0	11
C[C@@H]1CCCCO[C@H](CN(C)S(C)(=O)=O)[C@H](C)CN([C@H](C)CO)C(=O)c2cc(N(C)C)ccc2O1	1	2	1	22	-4	/	18
C[C@H]1CCCCO[C@@H](CN(C)CC2CCCCC2)[C@@H](C)CN([C@@H](C)CO)C(=O)c2cc(NC(=O)NC3CCCCC3)ccc2O1	/	/	/	-171	0	5	-2
CCOCCCN(C(=O)CNC(=O)c1ccco1)C(C(=O)NC1CCCC1)c1cccc(OC)c1 (stereo not drawn)	-1	/	7	20	5	0	-15
CCOC(=O)NC(=O)c1cn(CCNCCO)c(=O)[nH]c1=O	-2	-1	-11	1	1	/	12
Cc1cc(C)c(NS(=O)(=O)c2ccccc2)c(C)c1NS(=O)(=O)c1ccccc1	3	-3	3	8	8	8	26
Cc1cccc(C(=O)N(c2ccccn2)C(C)c2ccco2)c1 (stereo not drawn)	-5	2	-9	1	6	1	7
COc1ccc(CCNC(=O)Nc2nc(C(N)CCc3ccccc3)cs2)cc1OC (stereo not drawn)	0	1	-1	3	2	11	10
O=C(c1ccc([N+](=O)[O-])cc1)N(Cc1ccc(Br)cc1)N1C(=O)CCCC1=O	-1	-3	8	?	-2	-9	4
Cc1csc(NC(=O)CS(=O)(=O)c2ccccc2)n1	/	-2	0	-2	18	1	-3
CC(CN1CCN(C)CC1)OC(=O)c1cccc(Cl)c1 (stereo not drawn)	-13	-7	-3	28	2	-2	-24
CS(=O)(=O)Cc1ccc(C(=O)NCC2(N3CCCCC3)CCCCC2)cc1	-7	2	-5	0	-6	14	14
CN(C)/C=C/C(=O)c1nn(-c2ccc(F)cc2)ccc1=O	-1	-2	-22	-11	3	-3	1
Cc1cccc(Cl)c1NC(=O)NCCCN1CCOCC1	-19	/	-4	/	/	7	-1
Cc1ccc(C)c(NC(=O)CSc2nnc(Cc3cccn3C)n2-c2ccc(F)cc2)c1	-2	/	0	3	3	-8	22
COc1ccc(CN(Cc2cc3cc(C)ccc3[nH]c2=O)C(=O)N(C)C)cc1	/	/	/	1	-10	10	/
CO[C@@H]1CN(C)C(=O)c2cc(NS(=O)(=O)c3ccccc3Cl)ccc2OC[C@H](C)NC[C@H]1C	-1	-1	14	23	2	-4	6
Cc1ccc(S(=O)(=O)N(C)C[C@H]2Oc3ccc(NC(=O)Nc4ccc(F)cc4)cc3CC(=O)N([C@H](C)CO)C[C@H]2C)cc1	0	1	-14	5	4	/	-3
C[C@H](CO)N1C[C@H](C)[C@@H](CN(C)C(=O)Nc2ccc(F)cc2)Oc2c(NS(=O)(=O)c3ccccc3)cccc2C1=O	-6	1	0	-21	-15	/	-12
O=C(CCN1CCCCC1)N[C@@H]1CC[C@H](CCn2cc(-c3ccc(F)cc3)nn2)O[C@H]1CO	5	0	-9	-1	-3	/	-8
Cc1cc(C(=O)COC(=O)c2ccncc2)c(C)n1Cc1ccco1	3	1	-3	14	6	-5	-27
C[C@H](CO)N1C[C@H](C)[C@@H](CN(C)S(=O)(=O)c2ccccc2)Oc2ccc(NC(=O)Nc3ccc4c(c3)OCO4)cc2C1=O	1&2	5&-6	-3&1	-2	-2&0	0	23&2
C[C@@H]1CN([C@H](C)CO)C(=O)c2cc(NS(=O)(=O)c3cn(C)cn3)ccc2O[C@@H](C)CCCCO[C@H]1CN(C)C(=O)Nc1ccccc1	-2	0	8	/	9	-4	-8
O=C(NO)c1cc(OCC(F)(F)F)ccc1OCC(F)(F)F	/	/	/	-3	-8	8	/
O=C(CC1OC(=O)c2ccccc21)NCC1COc2ccccc2O1 (stereo not drawn)	-1	-3	-4	17	/	2	-8
COc1ccc(CCNC(=O)c2ccc(CNS(=O)(=O)c3ccccc3)cc2)cc1OC	/	/	/	3	4	3	-6
CNC(=S)NNC(=O)COc1cccc(C)c1C	-1	-5	-4	-1	-2	/	-7
Fc1ccccc1-n1cc(-c2ccccc2)[nH]c1=S	-4	-1	5	7	6	-1	-31
C[C@@H]1CN([C@@H](C)CO)C(=O)CCCn2cc(nn2)CO[C@@H]1CN(C)S(=O)(=O)c1cccc(C#N)c1	4	-6	-2	/	/	-5	0
CN1C(=O)c2cc(NC(=O)Cc3cccs3)ccc2OC[C@@H]2O[C@@H](CC(=O)NCC3CC3)CC[C@H]21	2	-2	-1	-3	-2	-4	-8
C[C@@H]1CN([C@@H](C)CO)C(=O)c2cc(NC(=O)Cc3ccccc3)ccc2O[C@@H](C)CCCCO[C@H]1CN(C)C(=O)CCC(F)(F)F	1	0	-1	/	-4	/	6
CC1CCN(c2ccc(C(=O)O)cc2)CC1	/	/	/	8	-5	10	/
COc1ccccc1-c1cn(CC[C@@H]2CC[C@@H](NC(=O)Cc3ccccn3)[C@@H](CO)O2)nn1	0	3	2	-2	7	-4	25
CCCCNc1cccc2c1S(=O)(=O)N(CCCC)CC(COCc1ccccc1)O2 (stereo not drawn)	-4	-3	-13	-6	0	0	3
O=C(CS(=O)(=O)c1ccc(F)cc1)NCCS(=O)(=O)c1ccccc1	0	-3	-2	-2	-2	11	1
CN(C[C@H]1N[C@H](CO)[C@@H]1c1ccc(-c2cccnc2)cc1)C(=O)NC1CCCC1	-7	-2	-2	/	/	-3	18
CC1(C)Cc2c(c(-c3ccco3)nc3sc4c(NCCN5CCOCC5)ncnc4c23)CO1	0	4	33	/	/	-12	-1
Next records follow.
SMILES	CASP6 VEID inh	SIRT5 inh	S100A4 MyoIIA	Statin myotox sup	esBAF inh	FN deposit inh	LGR2 antag
COc1cc(C2NC(=S)NC(c3ccccc3)=C2C(C)=O)ccc1O (stereo not drawn)	0	0	-1	/	/	2	-7
CCn1ncc(Cl)c1C(=O)NC(=S)Nc1ccccc1Br	-3	-6	-12	6	6	-6	-3
Cc1cccc(-n2ncc3c(NCCCO)ncnc32)c1	2	-4	-3	-14	21	-2	/
CN(C)C(=O)C1(c2ccccc2)CCN(S(=O)(=O)c2ccccc2)CC1	/	/	/	2	5	/	20
CO[C@H]1CN(C)C(=O)c2cc(NC(=O)c3cnccn3)ccc2OC[C@@H](C)N(CC2CC2)C[C@H]1C	2	0	1	/	/	-7	-4
CN(C)S(=O)(=O)c1cccc(COc2cccnc2[N+](=O)[O-])c1	-1	5	-3	-5	-3	7	-3
Cc1ccc(OCc2nnc(SCC(N)=O)n2N)cc1	-2	-3	3	3	-3	8	-24
Cc1cc(CN(C)C(=O)c2cc(COc3ccc4ncccc4c3)on2)on1	-1	-4	5	-14	-6	1	12
COC(=O)c1cc(=O)n(-c2ccc(C(F)(F)F)cc2)[nH]1	-3	0	-1	-5	-2	-7	6
COc1ccc(-c2n[nH]c(=S)n2-c2cc(OC)ccc2OC)cc1	0	-12	-4	42	6	-11	-1

Reformatted with bars between the fields: entries from further up.
SMILES | CASP6 VEID inh | SIRT5 inh | S100A4 MyoIIA | Statin myotox sup | esBAF inh | FN deposit inh | LGR2 antag
Cc1cccc(Cl)c1NC(=O)NCCCN1CCOCC1 | -19 | / | -4 | / | / | 7 | -1
CN(CC(=O)Nc1c(Cl)cccc1Cl)C(=O)CNC(=O)c1ccco1 | 1 | -2 | 7 | 2 | -1 | 0 | 4
CCOCCCN(C(=O)CNC(=O)c1ccco1)C(C(=O)NC1CCCC1)c1cccc(OC)c1 (stereo not drawn) | -1 | / | 7 | 20 | 5 | 0 | -15

Continued:
SMILES	CASP6 VEID inh	SIRT5 inh	S100A4 MyoIIA	Statin myotox sup	esBAF inh	FN deposit inh	LGR2 antag
Cc1ccc(SCC(=O)NC(=O)NCc2ccccc2)c(C)c1	1	-1	8	4	2	-6	/
Cc1ccc(NC(=O)Cc2nnc(SCC(=O)NC3CCCC3)n2C)c(C)c1	-1	-2	-3	13	0	6	-16
CC(C#N)(NC(=O)CN1CCN(S(=O)(=O)c2ccccc2C#N)CC1)C1CC1 (stereo not drawn)	6	1	3	3	-8	3	2
C=CCNC(=S)N/N=C/c1ccc(-c2cccc([N+](=O)[O-])c2)o1	-1	/	-2	/	/	2	9
COC(=O)Cc1ccc2oc(-c3cccnc3)nc2c1	0	-2	-2	-9	?	/	-26
C[C@@H]1CN([C@H](C)CO)C(=O)c2cc(NC(=O)Nc3ccccc3)ccc2O[C@@H]1CN(C)Cc1ccc(C(F)(F)F)cc1	0	9	-1	-1	-2	/	4
COc1ccc(S(=O)(=O)n2cccc2)cc1	-1	-1	-3	/	/	-11	-17
CCc1cc2c3c(c1)C1(C(=O)N3C(C)(C)C=C2C)C(C#N)=C(N)Oc2[nH]c(=O)[nH]c(=O)c21 (stereo not drawn)	0	0	-3	4	9	3	/
Cc1ccc(S(=O)(=O)N(C)C[C@H]2Oc3ccc(NC(=O)NC4CCCCC4)cc3C(=O)N([C@@H](C)CO)C[C@@H]2C)cc1	0	-9	-27	-22	1	/	-6
O=C1C2C3c4ccccc4C(c4ccccc43)[C@@H]2C(=O)N1c1cccnc1 (stereo partly drawn)	-5	-3	-1	/	/	-8	-20
CCN(CC)c1ccc(NC(=O)CSc2nnc(N)s2)cc1C	-2	/	-4	-4	16	-28	3
COc1ccc(C(=O)Nc2ccc(C3(C#N)CCCC3)cc2)cc1	-6	-2	1	-4	1	/	-18
Cc1ccccc1NC1=C(C(=O)c2ccccc2)N(C)S(=O)(=O)c2ccccc21	/	/	/	12	-7	-18	/
COc1ccc(N2CC(C(=O)OC(C)C(=O)c3ccccc3)CC2=O)cc1 (stereo not drawn)	-2	-2	-2	-9	0	2	8
COCC(=O)N1C[C@@H](C)[C@H](OC)CN(C)C(=O)c2cc(NC(=O)Nc3ccccc3)ccc2OC[C@H]1C	/	-9	-14	16	23	/	13
